From PubChem
TNAP inh hiacc – inhibitors of human TNAP at high phosphate acceptor concentration; purified TNAP, CDP-star luminescence, 1 M DEA; 0.03% of 200,000 active; AID 1135; P05186; inhibition, % at 20 µM;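 active = over 50% inhibition of tissue-nonspecific alkaline phosphatase at 20 µM in the single-dose screen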;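 also: plate controls were DMSO wells for no effect and EDTA-quenched wells as full inhibition for full effect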
Target sequence (P05186 whole entry, looked up): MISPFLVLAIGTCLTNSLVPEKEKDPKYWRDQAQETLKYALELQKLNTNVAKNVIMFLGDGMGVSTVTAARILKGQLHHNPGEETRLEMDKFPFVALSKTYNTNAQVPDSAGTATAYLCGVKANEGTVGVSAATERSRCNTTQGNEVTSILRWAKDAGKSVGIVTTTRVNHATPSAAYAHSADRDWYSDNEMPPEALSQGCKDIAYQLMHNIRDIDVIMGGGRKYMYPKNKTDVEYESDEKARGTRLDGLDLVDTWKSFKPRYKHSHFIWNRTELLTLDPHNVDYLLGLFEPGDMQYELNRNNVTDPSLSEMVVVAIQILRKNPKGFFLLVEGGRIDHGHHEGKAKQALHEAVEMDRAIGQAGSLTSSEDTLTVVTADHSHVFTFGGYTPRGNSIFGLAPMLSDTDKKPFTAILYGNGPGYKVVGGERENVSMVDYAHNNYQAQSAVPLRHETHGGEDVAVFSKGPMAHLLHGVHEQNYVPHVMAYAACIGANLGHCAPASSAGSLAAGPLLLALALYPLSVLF
APP 5'UTR act – activates APP 5'UTR luciferase reporter. SH-SY5Y APP 5'UTR luciferase reporter, luminescence; zero percent = DMSO vehicle wells. activation, % at 2 µM. 1% of 190,000 active;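 active = activation above a set limit, based on mean plus 3 SD of controls, cut at about 140% in these data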; also: values of inactives mirror those of a sister screen read the other way
TNAP inh noacc – inhibitors of human TNAP without phosphate acceptor | P05186 | 0.26% of 200,000 active | purified TNAP, CDP-star luminescence, 30 min | inhibition, % at 20 µM | AID 1012;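 active = tissue-nonspecific alkaline phosphatase inhibition above about 50% at 20 µM in the single-dose screen, limit read from the data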;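 also: 0% = DMSO negative control and 100% = EDTA positive control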
TNAP act hi DEA – activators of human TNAP at high phosphate acceptor concentration. activation factor at 20 µM. purified TNAP, CDP-star luminescence, 1 M DEA, 30 min; active compounds read high; 0 = EDTA background, 1 = DMSO-only activity. P05186. 200,000 tested, under 10 active;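 active = activation factor at least 2 at 20 µM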
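Assay system: human TNAP; Input: enzyme diluted 1/800 final; Reagent: CDP-star luminogenic substrate at 100 µM final; Timing: 30 min, room temperature; Signal: luminescence; Evaluation: TNAP activation factor scaled between EDTA and DMSO control wells.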
PMI activator – activators of human phosphomannose isomerase; P34949; purified human PMI, coupled resazurin fluorescence, 20 min; active compounds read high; 1 = vehicle control, 0 substrate-free wells; activation factor at 20 µM; 0.005% of 190,000 active;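 active = activation factor of 2 or more at 20 µM, relative to plate controls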
Target sequence (P34949 whole entry, looked up): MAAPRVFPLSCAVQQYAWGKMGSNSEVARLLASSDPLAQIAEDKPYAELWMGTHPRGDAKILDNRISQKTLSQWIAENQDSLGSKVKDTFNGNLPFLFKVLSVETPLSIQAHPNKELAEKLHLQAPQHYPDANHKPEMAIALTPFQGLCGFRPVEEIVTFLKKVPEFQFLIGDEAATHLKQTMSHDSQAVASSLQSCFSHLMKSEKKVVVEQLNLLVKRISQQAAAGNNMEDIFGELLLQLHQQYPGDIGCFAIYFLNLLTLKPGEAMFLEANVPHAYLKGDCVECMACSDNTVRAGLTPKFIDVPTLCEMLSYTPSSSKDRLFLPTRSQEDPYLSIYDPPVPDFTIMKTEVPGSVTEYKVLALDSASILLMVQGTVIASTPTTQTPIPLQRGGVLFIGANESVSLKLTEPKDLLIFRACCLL
FLuc stim CS – firefly luciferase counter-screen for stimulation assays | ATPlite luciferase biochemical, luminescence, 10 min; 0 = ATP-free wells, 1 = DMSO control | activation factor at 10 µM | 200,000 tested, under 10 active | AID 1027;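 active = luciferase activation factor, scaled between plate controls, of at least 2 with compound at 10 µM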
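Assay system: Luciferase/luciferin reagent mix; Medium: PBS as buffer for the ATP substrate; Dosing: test compounds dosed from 2 mM stocks in 100% DMSO; Times: 10 min, room temperature; Signal: luminescence from luciferase reaction; Read-out: luciferase activation; Controls: No-ATP low control, compound-free enzyme-plus-ATP high control.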
bIAP activator – increases bovine intestinal alkaline phosphatase activity; purified bovine IAP, CDP-star luminescence, 30 min; active compounds read high; fold of DMSO-control signal, blank-subtracted; activation factor at 20 µM; 0.17% of 200,000 active;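 active = activation factor of 2 or more at 20 µM, a signal rise over negative controls twice the positive control's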
FLuc inh counter – Photinus pyralis luciferase inhibition counter-screen. 1.5% of 200,000 active. P08659. inhibition, % at 10 µM. ATPLite firefly luciferase biochemical luminescence, 10 min;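 active = inhibition above about 50% when tested at 10 µM, limit read from the data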
PMI act hi M6P – increases human PMI activity with near-saturating mannose 6-phosphate. P34949. activation factor at 20 µM. coupled PMI enzyme assay, resazurin fluorescence, 20 min; active compounds read high; 1 = untreated enzyme, 0 = substrate-free blank. 0.34% of 190,000 active;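 active = activation factor of 2 or more at 20 µM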
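test system = human PMI in coupled enzyme assay | medium = HEPES-buffered pH 7.4 with magnesium and detergent | also added = 1.0 mM mannose-6-phosphate substrate with 0.22 mM NADP+ | compound = 20 µM single dose | times = 20 min incubation at room temperature | measured by = resorufin fluorescence (Ex 544/Em 590 nm) from resazurin via diaphorase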
NF-kB expr up – raises NF-kB expression in human neuronal cells; NF-kB reporter expression; active compounds read high; fold change at 12.5 µM; 1.6% of 190,000 active; AID 1239; in the data active = fold change above about 3.3
An asterisk follows results filed as active.

Screening O=C(Cn1nnc(-c2ccccc2-n2cnnn2)n1)NCc1ccccc1 returned TNAP inh hiacc -2, APP 5'UTR act 7, TNAP inh noacc -1, TNAP act hi DEA 1, PMI activator 0.9, FLuc stim CS 1, bIAP activator 1, FLuc inh counter 5, PMI act hi M6P 0.9 and NF-kB expr up 1.1.
For CCCCC1C(=O)CC[C@H]2[C@@H]1CC(=O)[C@@H]2C/C=C\CCCC(=O)O (stereo partly drawn) the results were TNAP inh hiacc 0, APP 5'UTR act 7, TNAP inh noacc -8, TNAP act hi DEA 1, PMI activator 1.1, FLuc stim CS 1.1, bIAP activator 1.2, FLuc inh counter -5, PMI act hi M6P 1.1 and NF-kB expr up 1.1.
Screening CCC(=O)NC(=S)Nc1ccc(NC(=O)c2ccccc2[N+](=O)[O-])cc1 returned TNAP inh hiacc -3, APP 5'UTR act 7, TNAP inh noacc -15, TNAP act hi DEA 1, PMI activator 1, FLuc stim CS 1, bIAP activator 0.9, FLuc inh counter -4, PMI act hi M6P 1.1 and NF-kB expr up 1.1.
COC(=O)c1c(-n2cnnn2)sc(C)c1C was read as TNAP inh hiacc -2, APP 5'UTR act -15, TNAP inh noacc -8, TNAP act hi DEA 1, PMI activator 1, FLuc stim CS 1, bIAP activator 1, FLuc inh counter -4, PMI act hi M6P 1 and NF-kB expr up 1.1.
For Cc1ccc(Cl)c(NC(=O)CN(C)CC(=O)Nc2ccc(F)c(F)c2F)c1Cl the results were TNAP inh hiacc -7, APP 5'UTR act -6, TNAP inh noacc -193, TNAP act hi DEA 1.1, PMI activator 1, FLuc stim CS 1.1, bIAP activator 1.3, FLuc inh counter -6, PMI act hi M6P 0.9 and NF-kB expr up 1.3.
COc1cc(/C=C/C(=O)c2ccc(C)cc2)ccc1OCC#N was read as TNAP inh hiacc 6, APP 5'UTR act 4, TNAP inh noacc -4, TNAP act hi DEA 0.9, PMI activator 0.8, FLuc stim CS 0.9, bIAP activator 0.9, FLuc inh counter 7, PMI act hi M6P 0.9 and NF-kB expr up 1.6.
For CCC(CC)C(=O)Nc1nnc(-c2cccs2)s1 the results were TNAP inh hiacc 3, APP 5'UTR act 14, TNAP inh noacc -3, TNAP act hi DEA 1, PMI activator 1, FLuc stim CS 1, bIAP activator 1, FLuc inh counter 0, PMI act hi M6P 1 and NF-kB expr up 1.3.
`COC(=O)Cn1c(CCS(=O)(=O)c2ccc(C)cc2)nc2ccccc21` gave TNAP inh hiacc 0, APP 5'UTR act -1, TNAP inh noacc -5, TNAP act hi DEA 1, PMI activator 1, FLuc stim CS 1, bIAP activator 1, FLuc inh counter -4, PMI act hi M6P 1.1 and NF-kB expr up 1.3.
`C/C(=N\Nc1nccnc1Cl)c1c(F)c(F)c(F)c(F)c1F` gave TNAP inh hiacc 1, APP 5'UTR act 5, TNAP inh noacc 1, TNAP act hi DEA 1, PMI activator 1, FLuc stim CS 1, bIAP activator 1, FLuc inh counter -2, PMI act hi M6P 1 and NF-kB expr up 1.3.
CCN(CC)C(=O)Cn1nc(C)c2ccccc2c1=O was read as TNAP inh hiacc -1, APP 5'UTR act -10, TNAP inh noacc -1, TNAP act hi DEA 1, PMI activator 1, FLuc stim CS 1.1, bIAP activator 0.9, FLuc inh counter -6, PMI act hi M6P 1 and NF-kB expr up 1.1.
`O=C(Cn1nc(-c2cccc([N+](=O)[O-])c2)c2ccccc2c1=O)NCC1CCCO1` (stereo not drawn) gave TNAP inh hiacc -4, APP 5'UTR act 5, TNAP inh noacc -7, TNAP act hi DEA 1, PMI activator 1, FLuc stim CS 1, bIAP activator 1.1, FLuc inh counter 0, PMI act hi M6P 1 and NF-kB expr up 1.1.
For O=C1/C(=C/c2ccco2)N=C(N2CCCCC2)N1c1ccccc1 the results were TNAP inh hiacc 1, APP 5'UTR act 5, TNAP inh noacc 4, TNAP act hi DEA 1, PMI activator 1.3, FLuc stim CS 1.1, bIAP activator 0.8, FLuc inh counter -8, PMI act hi M6P 1.2 and NF-kB expr up 1.1.
`Cc1ccc(C)c(S(=O)(=O)N2CCN(CC(=O)Nc3ccc4c(c3)CCC4)CC2)c1` gave TNAP inh hiacc -9, APP 5'UTR act -5, TNAP inh noacc -22, TNAP act hi DEA 1.1, PMI activator 0.9, FLuc stim CS 1.1, bIAP activator 1, FLuc inh counter -7, PMI act hi M6P 0.9 and NF-kB expr up 0.72.
For O=C(NS(=O)(=O)c1ccc(NC(=O)C2CCCO2)cc1)c1ccccc1 (stereo not drawn) the results were TNAP inh hiacc 0, APP 5'UTR act 1, TNAP inh noacc -4, TNAP act hi DEA 1, PMI activator 1.1, FLuc stim CS 1, bIAP activator 0.9, FLuc inh counter -1, PMI act hi M6P 1.1 and NF-kB expr up 0.98.
CCC(C(=O)Nc1nc(C)c(C(=O)OC)s1)c1ccccc1 (stereo not drawn) was read as TNAP inh hiacc -4, APP 5'UTR act -5, TNAP inh noacc -5, TNAP act hi DEA 1, PMI activator 0.9, FLuc stim CS 1, bIAP activator 0.9, FLuc inh counter -4, PMI act hi M6P 1 and NF-kB expr up 1.1.
For CCOC(=O)C1CCCN(c2c(N3CCN(C4CCCCC4)CC3)c(=O)c2=O)C1 (stereo not drawn) the results were TNAP inh hiacc -7, APP 5'UTR act -7, TNAP inh noacc 22, TNAP act hi DEA 1.1, PMI activator 1.1, FLuc stim CS 1.1, bIAP activator 1, FLuc inh counter -9, PMI act hi M6P 1 and NF-kB expr up 1.
`O=C(NCCN1CCN(Cc2ccccc2)CC1)C1CC(=O)N(C2CCCC2)C1` (stereo not drawn) gave TNAP inh hiacc -4, APP 5'UTR act -10, TNAP inh noacc -2, TNAP act hi DEA 1, PMI activator 1.1, FLuc stim CS 1.1, bIAP activator 1, FLuc inh counter -6, PMI act hi M6P 1.1 and NF-kB expr up 1.4.
COc1cc(OC)c(CNC2CCCCCC2)cc1Br was read as TNAP inh hiacc -2, APP 5'UTR act 4, TNAP inh noacc -3, TNAP act hi DEA 1, PMI activator 1, FLuc stim CS 1, bIAP activator 1.1, FLuc inh counter -4, PMI act hi M6P 1.1 and NF-kB expr up 1.3.
`NC(=O)C[n+]1cccc(C(N)=O)c1` gave TNAP inh hiacc 2, APP 5'UTR act 6, TNAP inh noacc -6, TNAP act hi DEA 1, PMI activator 1, FLuc stim CS 1, bIAP activator 1, FLuc inh counter 0, PMI act hi M6P 1 and NF-kB expr up 1.1.
`CC/C(=N/Nc1ccccc1Cl)c1cnnc(-c2ccccc2)n1` gave TNAP inh hiacc -1, APP 5'UTR act 4, TNAP inh noacc -2, TNAP act hi DEA 1, PMI activator 1.6, FLuc stim CS 1.1, bIAP activator 0.9, FLuc inh counter -9, PMI act hi M6P 2.1* and NF-kB expr up 1.3.
For N/C(=N\OS(=O)(=O)c1ccccc1)c1ccncc1 the results were TNAP inh hiacc -6, APP 5'UTR act -11, TNAP inh noacc -1, TNAP act hi DEA 1.1, PMI activator 1.1, FLuc stim CS 1.1, bIAP activator 1, FLuc inh counter -10, PMI act hi M6P 1.1 and NF-kB expr up 1.1.
Screening Cc1[nH]c2ccc(OCc3ccccc3)cc2c1CCN1C(=O)OC(C)(C)C1(C)O (stereo not drawn) returned TNAP inh hiacc -7, APP 5'UTR act 8, TNAP inh noacc -12, TNAP act hi DEA 1.1, PMI activator 0.9, FLuc stim CS 1.1, bIAP activator 1, FLuc inh counter -6, PMI act hi M6P 1 and NF-kB expr up 1.1.
`Cc1ccc2nc(C)cc(C(=O)OCC(=O)Nc3c(C)n(C)n(-c4ccccc4)c3=O)c2c1` gave TNAP inh hiacc -2, APP 5'UTR act -7, TNAP inh noacc -8, TNAP act hi DEA 1, PMI activator 1, FLuc stim CS 1, bIAP activator 1.1, FLuc inh counter -3, PMI act hi M6P 0.9 and NF-kB expr up 1.
`CC(=O)NC1C(=O)Nc2c(C)cc(C)cc21` (stereo not drawn) gave TNAP inh hiacc 2, APP 5'UTR act 8, TNAP inh noacc -2, TNAP act hi DEA 1, PMI activator 0.8, FLuc stim CS 1, bIAP activator 1, FLuc inh counter -1, PMI act hi M6P 0.8 and NF-kB expr up 1.1.
Screening Cc1ccc(S(C)(=O)=O)cc1S(=O)(=O)Nc1ccccc1 returned TNAP inh hiacc 4, APP 5'UTR act -3, TNAP inh noacc -10, TNAP act hi DEA 1, PMI activator 1, FLuc stim CS 1.1, bIAP activator 1.1, FLuc inh counter -5, PMI act hi M6P 1.1 and NF-kB expr up 1.1.
Screening COc1ccc(CCN2C(=O)C(Oc3ccccc3)C2c2ccc3c(c2)OCO3)cc1 (stereo not drawn) returned TNAP inh hiacc -5, APP 5'UTR act 9, TNAP inh noacc -3, TNAP act hi DEA 1, PMI activator 0.9, FLuc stim CS 1, bIAP activator 1, FLuc inh counter -2, PMI act hi M6P 1 and NF-kB expr up 0.96.
`CCN1C(=O)c2cccc3c(NS(=O)(=O)c4ccc(NC(C)=O)cc4)ccc1c23` gave TNAP inh hiacc 9, APP 5'UTR act -11, TNAP inh noacc 0, TNAP act hi DEA 0.9, PMI activator 1.1, FLuc stim CS 1.1, bIAP activator 0.6, FLuc inh counter -5, PMI act hi M6P 0.4 and NF-kB expr up 0.69.
Screening CCOC(=O)CSc1nnc(CSc2nc3sc4c(c3c(=O)[nH]2)CCCC4)n1-c1ccccc1 returned TNAP inh hiacc -1, APP 5'UTR act 18, TNAP inh noacc 14, TNAP act hi DEA 1, PMI activator 0.9, FLuc stim CS 1.1, bIAP activator 1, FLuc inh counter -8, PMI act hi M6P 0.9 and NF-kB expr up 1.4.
Screening N#C/C=C1\n2c(nc3ccccc32)OC12CCCCC2 returned TNAP inh hiacc -7, APP 5'UTR act -13, TNAP inh noacc -12, TNAP act hi DEA 1.1, PMI activator 0.9, FLuc stim CS 1.1, bIAP activator 0.8, FLuc inh counter -6, PMI act hi M6P 1.1 and NF-kB expr up 0.89.
Screening CN(CC(=O)Nc1ccc(Cl)cc1)CC(=O)Nc1ccc(C(N)=O)cc1 returned TNAP inh hiacc 2, APP 5'UTR act 4, TNAP inh noacc 7, TNAP act hi DEA 1, PMI activator 0.9, FLuc stim CS 1, bIAP activator 1, FLuc inh counter -4, PMI act hi M6P 0.9 and NF-kB expr up 1.2.

Structures from the list above containing fluorine:
For Cc1ccc(Cl)c(NC(=O)CN(C)CC(=O)Nc2ccc(F)c(F)c2F)c1Cl the results were TNAP inh hiacc -7, APP 5'UTR act -6, TNAP inh noacc -193, TNAP act hi DEA 1.1, PMI activator 1, FLuc stim CS 1.1, bIAP activator 1.3, FLuc inh counter -6, PMI act hi M6P 0.9 and NF-kB expr up 1.3.
`C/C(=N\Nc1nccnc1Cl)c1c(F)c(F)c(F)c(F)c1F` gave TNAP inh hiacc 1, APP 5'UTR act 5, TNAP inh noacc 1, TNAP act hi DEA 1, PMI activator 1, FLuc stim CS 1, bIAP activator 1, FLuc inh counter -2, PMI act hi M6P 1 and NF-kB expr up 1.3.
